MgcRacGAP inhibition = MgcRacGAP GTPase-activating activity inhibitors, confirmation, biochemical, ADP Hunter fluorescence; MgcRacGAP-stimulated Rac1 GTP hydrolysis, ADP Hunter fluorescence; higher % means a stronger effect; GST-tagged Rac1 F28L mutant substrate; inhibition, % at 30 µM; hits with a dose series show IC50 in µM; 0.6% of 340,000 active; AID 624330;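 active = first-screen hits whose inhibition reached a set limit at any dose in the follow-up dose series; inconclusive = inhibition above the set first-screen limit but never retested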;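 note: fluorescence reports GDP produced by GAP-driven GTP hydrolysis; strong numbers were not always called active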
GPR55 beta-arrestin = GPR55 agonists via beta-arrestin recruitment, primary screen, imaging, U2OS cells, beta-arrestin-GFP redistribution (AID 1961); U2OS GPR55 beta-arrestin-GFP redistribution imaging; higher % means a stronger effect; activation, % at 10 µM, or EC50 in µM where a hit was titrated; 0.048% of 290,000 active;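 active = activation above 40% with more than 50 cells counted in the well; inconclusive = wells holding fewer than 50 cells, flagged as toxic or sparse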;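 note: U2OS osteosarcoma cells stably expressing GPR55 and beta-arrestin-GFP; plate controls were DMSO negative control for no effect and LPI positive control for full effect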
GPR35 antagonists = inhibition of zaprinast-stimulated GPR35 beta-arrestin translocation – imaging, U2OS, beta-arrestin-GFP, zaprinast agonist, primary screen (AID 2058). U2OS GPR35 beta-arrestin-GFP translocation imaging, zaprinast antagonism; higher % means a stronger effect. inhibition, % at 10 µM, or IC50 in µM where a hit was titrated. 0.052% of 290,000 active;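 active = inhibition of at least 50% with at least 30 cells and total cytoplasm GFP at most 10,000,000; inconclusive = under 30 cells or total GFP of 10,000,000 plus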
Large T inhibition = SV40 large T antigen inhibitors, biochemical (AID 1903); SV40 large T antigen ATPase/helicase inhibition assay; higher % means a stronger effect; one-dose inhibition, % at 20 µM; IC50 in µM for titrated hits; 0.39% of 310,000 active; in the data active = a potency from the dose series; inconclusive = inhibition mostly from about 32% at the one dose, without a potency; inactive = the rest, 99 in 100 with inhibition below about 32%; note: strong numbers were not always called active
NTR1 agonist = NTR1-driven beta-arrestin-GFP spot formation – imaging, U2OS cells, high content, primary screen (AID 493036); P30989; agonist mode; activation, % at 20 µM; 0.17% of 330,000 active;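 active = activation at or above 40% of the spot to cytoplasm intensity ratio, with at least 20 cells analyzed; inconclusive = wells under 20 cells, flagged as cytotoxic or low count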;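 note: 0% = DMSO without peptide and 100% = 100 nM NTR1 peptide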
Target sequence (P30989 whole entry, looked up): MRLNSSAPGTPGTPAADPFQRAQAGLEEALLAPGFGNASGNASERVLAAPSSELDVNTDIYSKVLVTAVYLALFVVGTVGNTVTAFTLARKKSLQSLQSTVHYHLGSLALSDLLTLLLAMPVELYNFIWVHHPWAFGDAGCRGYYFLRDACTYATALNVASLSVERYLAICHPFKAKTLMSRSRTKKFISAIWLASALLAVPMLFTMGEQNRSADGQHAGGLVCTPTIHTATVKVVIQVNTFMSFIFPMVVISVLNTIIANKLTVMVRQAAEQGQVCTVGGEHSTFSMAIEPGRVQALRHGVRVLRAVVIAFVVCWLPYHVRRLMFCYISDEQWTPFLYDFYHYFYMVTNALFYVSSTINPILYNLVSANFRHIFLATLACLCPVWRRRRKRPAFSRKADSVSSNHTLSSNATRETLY
Yfh1-depleted yeast = enhancers of respiration in Yfh1-depleted yeast, dose response, Friedreich's ataxia, plus single-dose screen (AID 1465) | S. cerevisiae Yfh1-off respiration, WST-1 reduction, 72 h; higher fold induction means a stronger effect | 0.074% of 220,000 active | fold induction at 50 µM; hits with a dose series show EC50 in µM;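 active = fold induction of absorbance versus untreated yeast above a set limit, then at least 30% activation at any dose in follow-up; inconclusive = repeats straddling the limit, or above it without dose testing; inactive = fold induction below the set limit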;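 note: activators that raise dye reduction in frataxin-depleted yeast; strong numbers were not always called active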
AID2073 = inhibitors of Mint1-CaV2.2 protein interaction, biochemical, HTRF (AID 2073); HTRF protein-protein interaction, Mint1-CaV2.2; higher % means a stronger effect; one-dose inhibition, % at 20 µM; IC50 in µM for titrated hits; 0.19% of 290,000 active; in the data active = inhibition mostly above about 51%, no sharp cut-off; inconclusive = no clear call, values can overlap the other calls; inactive = mostly below about 53%; note: some results filed as inactive read as strong as hits
GPR55 LPI antagonism = GPR55 antagonists blocking LPI-driven arrestin recruitment, primary screen, imaging, U2OS, beta-arrestin-GFP, LPI agonist (AID 2013); 0.13% of 290,000 active; one-dose inhibition, % at 10 µM; IC50 in µM for titrated hits; U2OS GPR55 beta-arrestin-GFP translocation imaging, LPI antagonism; higher % means a stronger effect;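 active = spots per cell inhibited over 60%, with over 100 cells counted and total cytoplasm intensity under 500,000; inconclusive = wells with under 100 cells, flagged as likely toxic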;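 note: U2OS cells stably carrying GPR55 and arrestin-GFP stimulated by 5 µM LPI near EC80; imaged beta-arrestin-GFP aggregate spots per cell after agonist stimulation; plate controls were LPI-stimulated DMSO wells for no effect and DMSO wells without LPI for full effect; some results filed as inactive read as strong as hits; confirmed hits need IC50 under 10 µM and bright autofluorescent wells are also inconclusive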
NS5 inhibitors = flavivirus cap methylation enzyme inhibition – biochemical, confirmation dose response, primary screen (AID 588689) | Dengue-2 NS5 methyltransferase capping enzyme assay, biochemical; higher % means a stronger effect | one-dose inhibition, % at 25 µM; IC50 in µM for titrated hits | 0.3% of 340,000 active; in the data active = a potency from the dose series; inconclusive = inhibition above about 29% without an active follow-up result
NTR1 agonist cell count 20 µM = further read-out of NTR1 agonist, marked with its call; cell count; measured here: cell count, cytotoxicity flag
NS5 inhibitors pilot replicate = further read-out of NS5 inhibitors, marked with its call; inhibition, %; measured here: pilot screen replicate inhibition
Numbers without * were called inactive; i = inactive; ? = inconclusive; · = no result given.

SMILES | MgcRacGAP inhibition | GPR55 beta-arrestin | GPR35 antagonists | Large T inhibition | NTR1 agonist | NTR1 agonist cell count 20 µM | Yfh1-depleted yeast | AID2073 | GPR55 LPI antagonism | NS5 inhibitors | others
CCCCc1cc(=O)oc2cc(OCC(=O)N(CC)CC)c(Cl)cc12 | 1% | -0.1% | 6% | 11% | 2.3 | 61 | i | 3% | 1% | -2%
O=C(CS(=O)(=O)c1ccc(F)cc1)NCc1ccccc1 | 14% | · | · | 10% | -0.6 | 55 | · | · | · | 1%
COC(=O)CSc1nccc(-c2ccc(F)cc2)c1C#N | 4% | -0.1% | 7% | 10% | -1.2 | 43 | i | -1% | 3% | 2%
C=CCN1c2ccccc2[C@]23C[C@@H](C(=O)OC)N(C(=O)c4ccco4)C2=NC(C(=O)OC)=C(C(=O)OC)[C@H]13 | 14% | -0.1% | -11% | 29% | 1.2 | 49 | i | 9% | 14% | 1%
COc1ccc(N2CCN(C(=O)COC(=O)CCOc3cc(C)ccc3C)CC2)cc1 | 12% | · | · | 15% | 0.9 | 71 | · | · | · | 1%
COc1ccc(C)cc1NC(=O)C(OC(=O)c1cnccn1)c1ccccc1 (stereo unspecified) | 8% | · | · | 21% | -0.6 | 72 | · | · | · | -5%
O=C(CSc1nnc(COc2ccc(Cl)cc2)o1)N1CCCCC1 | 4% | -0.2% | -19% | 8% | 0.6 | 45 | · | -6% | 2% | -10%
CS(=O)(=O)N1CCN(c2ccc(C(=O)N3CCOCC3)cc2[N+](=O)[O-])CC1 | 5% | -0.1% | 8% | 6% | 0.5 | 38 | i | 8% | 12% | -10%
CCCN1CCc2c(sc(NC(=O)C3CCN(S(=O)(=O)c4cccs4)CC3)c2C(N)=O)C1 | 8% | · | · | 9% | 1.5 | 62 | · | · | · | -10%
Cc1ccc(C)c(NC(=O)CS(=O)(=O)c2cccc3nsnc23)c1 | 12% | 1.0% | -5% | 1% | 2.6 | 59 | i | 28% | 1% | 3%
Cc1cccc(Cc2nnc(CCC(=O)NCc3cnc4ccccn34)o2)c1 | 8% | -0.3% | -6% | 5% | -1.9 | 63 | i | 15% | -6% | -6%
C=CCOc1ccc(-c2nc3c(c(=O)[nH]c(=O)n3CCCC)n2C)cc1Br | 10% | 0.2% | -8% | 8% | 7.4 | 53 | · | 14% | 4% | -2%
Cc1nnc(SCc2ccccc2F)n1NCc1cccs1 | 0% | 0.0% | 3% | 1% | 2.7 | 73 | i | -8% | 7% | -6%
CC1CCc2cccc3c(O)cc(=O)n1c23 (stereo unspecified) | -7% | · | · | 8% | 0.5 | 54 | · | · | · | 2%
O=C(NCCCO)/C(=C/c1ccco1)NC(=O)c1ccc(Br)o1 | 6% | -0.8% | 25% | 10% | -1.6 | 90 | i | 7% | 12% | -4%
CCC(C)CCN1C(Nc2ccccc2)=NC[C@@H]1Cc1ccccc1 (stereo partly specified) | 12% | 0.2% | 9% | 17% | 2.0 | 92 | · | -2% | -6% | 6%
COc1ccc(C(=O)c2c3ccccc3[n+]([O-])n2Cc2ccc(C(N)=O)cc2)cc1 | 5% | · | · | 15% | -1.9 | 90 | · | · | · | 3%
CCCCCCn1c(CN2CCCCC2C)nc2c1c(=O)n(C)c(=O)n2C (stereo unspecified) | -6% | -0.2% | -7% | 0% | 2.0 | 46 | i | 4% | 6% | -3%
O=C(CN(C(=O)CNS(=O)(=O)c1ccccc1)c1ccc(Cl)cc1)NCC1CCCO1 (stereo unspecified) | 5% | ? | 9% | 11% | 1.5 | 36 | · | 12% | 6% | -1%
C=C(C)CSC1=C(C#N)C(c2ccccc2)CC(=O)N1 (stereo unspecified) | -1% | · | · | · | 0.9 | 61 | i | · | · | 3%
COc1cccc(C2=CC(=O)CCC2)c1OC | 2% | · | · | 4% | 0.2 | 60 | i | · | · | 3%
CC1NC2(C(=O)N(Cc3ccccc3)c3ccccc32)C2C(=O)N(c3ccccc3)C(=O)C12 (stereo unspecified) | 5% | -0.3% | -3% | 2% | 3.2 | 58 | i | 2% | 8% | -3%
Cc1ccn2cc(CCNS(=O)(=O)c3ccc4c(c3)OCCO4)nc2c1 | 3% | -0.3% | -3% | 10% | 2.8 | 65 | i | 0% | 12% | -2%
COc1ccc(-n2nnnc2SCC(=O)Nc2ccc(OC)cc2OC)cc1 | 6% | -0.2% | 2% | 7% | 0.2 | 57 | · | 8% | 6% | -5%
CCCOP(=O)(c1ccc(N(C)C)cc1)C(O)c1c(Cl)cccc1Cl (stereo unspecified) | 8% | 0.2% | 3% | 1% | 0.5 | 94 | · | -2% | 3% | -1%
Other compounds follow.
SMILES | MgcRacGAP inhibition | GPR55 beta-arrestin | GPR35 antagonists | Large T inhibition | NTR1 agonist | NTR1 agonist cell count 20 µM | Yfh1-depleted yeast | AID2073 | GPR55 LPI antagonism | NS5 inhibitors | others
CCOc1ccc(Cc2n[nH]c(=S)n2Cc2ccccc2)cc1 | 3% | -0.3% | 15% | 6% | -0.2 | 92 | i | 0% | 9% | -2%
COc1ccc(CC(=O)Nc2ccc(-c3nc4cc(C)ccc4o3)c(O)c2)cc1OC | 7% | -0.1% | -11% | 3% | 0.8 | 49 | · | ? | -2% | ·
Nc1ncnc2nc(Sc3ccc(Cl)cc3)[nH]c12 | 2% | 0.2% | 13% | 4% | -0.4 | 59 | i | -6% | 1% | -6%
COC(=O)c1ccc(N=Nc2c(C)[nH]n(-c3ccccc3)c2=O)cc1 | 14% | -0.2% | -6% | 6% | 0.5 | 59 | · | -3% | 6% | ·
O=C(CSc1nnc2scc(-c3ccccc3)n12)N1CCN(Cc2ccccc2)CC1 | 12% | -0.1% | 10% | 2% | 0.8 | 62 | i | 6% | 4% | -10%
COC(=O)C(Cc1ccccc1)NC(=O)C(CC(C)C)NC(=O)OC(C)(C)C (stereo unspecified) | 3% | -0.4% | -4% | 5% | 1.1 | 56 | i | 3% | 4% | 1%
CC(=O)NC(=S)Nc1ccc(NC(=S)NC(=O)c2cccs2)cc1 | 12% | 0.0% | -6% | 9% | 2.1 | 61 | · | 67% | 10% | -1%
Cc1cc(OCC(=O)c2ccc(F)cc2)ccc1N1C(=O)CCC1=O | 4% | -0.2% | 4% | -2% | -0.5 | 43 | i | 3% | 16% | 1%
Cc1ccc2nnnc(-c3ccccc3)c2c1 | 9% | -0.1% | 2% | -3% | 3.2 | 43 | i | 6% | 5% | -7%
COc1ccc(C(=O)O)cc1S(=O)(=O)Nc1cccc(C(F)(F)F)c1 | 9% | 0.2% | 14% | 16% | 0.4 | 39 | i | 5% | -4% | 3%
COc1cc(NC(=O)c2ccnc(N)c2)cc(C(=O)Nc2cccc(C(F)(F)F)c2)c1 | 5% | -0.1% | -7% | 11% | 1.1 | 71 | i | 8% | 8% | -14%
Cc1cccc(NC(=O)NNC(=O)c2c(Cl)c(C)nn2C)c1 | -6% | -0.2% | 1% | 4% | -1.2 | 50 | i | -3% | -1% | -8%
CC(C)(C)C1CCc2onc(C(=O)Nc3ccc(F)cc3F)c2C1 (stereo unspecified) | 2% | -0.1% | -3% | 3% | 3.8 | 83 | i | -3% | 31% | 10%
Cc1cc2oc(=O)cc(CN3CCN(Cc4ccccc4)CC3)c2cc1C | 11% | -0.1% | -5% | · | 0.8 | 94 | · | 15% | 6% | -1%
COc1cc(CN2CCSCC2)cc(OC)c1OC | 14% | 0.0% | 2% | 1% | 0.5 | 94 | i | 4% | 1% | -1%
COC(=O)c1cc(OC)c(OC)cc1NC(=O)Nc1ccccc1OC | 4% | -1.0% | -6% | 10% | -0.5 | 70 | i | 2% | -1% | 5% | NS5 inhibitors pilot replicate=0.6
COc1nc(N(C)C)nc(N(C#N)S(=O)(=O)c2ccc(C)cc2)n1 | 6% | 0.3% | 12% | 6% | -0.7 | 64 | · | -5% | -7% | -5% | NS5 inhibitors pilot replicate=-3.4
CCCCCn1c(=O)c2ccccc2n2c(CCl)nnc12 | 2% | 0.1% | 6% | 16% | 6.1 | 90 | i | 3% | -2% | -7%
CCC(=O)N(CCC(c1ccco1)c1ccccc1OC)Cc1cccs1 (stereo unspecified) | 7% | -0.1% | -1% | 20% | 6.1 | 80 | i | 6% | 14% | -1% | NS5 inhibitors pilot replicate=-3.0
CCN(CC)c1ccc(S(=O)(=O)Nc2cc(Cl)ccc2Cl)cc1NC(=S)NC(=O)C1CCCC1 | 12% | 0.5% | -3% | 0% | 8.9 | 45 | i | 7% | 12% | 14%
O=C(CCNS(=O)(=O)c1ccccc1C(F)(F)F)N1CCN(c2ccccc2O)CC1 | 4% | · | · | 17% | -0.6 | 69 | · | · | · | 5%
CCOCCCNC(=S)Nc1cc(C)cc(C)c1 | -15% | 0.3% | -17% | -2% | -1.3 | 44 | i | -11% | 6% | -2%
CNCc1c(OCc2ccccc2F)ccc2ccccc12 | -6% | -0.3% | 1% | 0% | 1.0 | 38 | i | 10% | 0% | -27%
O=C(O)c1cccc(CSc2nnc(-c3ccc(Cl)cc3)o2)c1 | 4% | 0.2% | -7% | 17% | -0.7 | 64 | · | 1% | 1% | -4%
CC(=O)c1ccc(S(=O)(=O)N2CCCC(N(C)CCc3ccccc3)C2)cc1 (stereo unspecified) | -19% | 1.5% | 5% | 11% | 0.4 | 49 | · | 10% | 1% | 5%
O=C(CSC1=NNC(c2ccccn2)S1)Nc1ccccc1 (stereo unspecified) | 18% | -0.1% | -4% | 5% | 2.6 | 41 | i | -25% | 8% | -5%

Four records drawn at random from the list so far:
SMILES | MgcRacGAP inhibition | GPR55 beta-arrestin | GPR35 antagonists | Large T inhibition | NTR1 agonist | NTR1 agonist cell count 20 µM | Yfh1-depleted yeast | AID2073 | GPR55 LPI antagonism | NS5 inhibitors | others
COc1nc(N(C)C)nc(N(C#N)S(=O)(=O)c2ccc(C)cc2)n1 | 6% | 0.3% | 12% | 6% | -0.7 | 64 | · | -5% | -7% | -5% | NS5 inhibitors pilot replicate=-3.4
Nc1ncnc2nc(Sc3ccc(Cl)cc3)[nH]c12 | 2% | 0.2% | 13% | 4% | -0.4 | 59 | i | -6% | 1% | -6%
Cc1cc(OCC(=O)c2ccc(F)cc2)ccc1N1C(=O)CCC1=O | 4% | -0.2% | 4% | -2% | -0.5 | 43 | i | 3% | 16% | 1%
CC(C)(C)C1CCc2onc(C(=O)Nc3ccc(F)cc3F)c2C1 (stereo unspecified) | 2% | -0.1% | -3% | 3% | 3.8 | 83 | i | -3% | 31% | 10%
